Compound activity deposited in PubChem by National Center for Advancing Translational Sciences (NCATS).
TGFb SMAD3 inh – qHTS for Inhibitors of TGF-b; HepG2 CAGA-GFP TGF-b/SMAD3 reporter, GFP fluorescence, 18 h; TGF-beta stimulated, 500 pg/mL final; Potency, µM (top dose mostly 46.1 µM), without a hit: top-dose activity, negative = inhibition, usual class: inhibitors; 410,000 compounds, 1.2% hits; AID 588855, 2011; also: potency is read from the fitted curve at half-maximal effect; % is scaled to controls: 0 for no effect and ±100 for the full control effect; nearly all actives have a fitted effect of over 65% in size
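Read-out: total well GFP (ex488/em500-530) summed from mean per-cell fluorescence. Cells: HEPG2 CAGA-GFP, 1% FBS DMEM, 18 h at 37 degrees C with 500 pg/mL final TGF-beta. Unstimulated wells served as the full-inhibition control; stimulated DMSO wells = 0%.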
S2 tox – Viability Counterscreen for Primary qHTS for Inhibitors of ATXN expression | S2 cells (HEK-293 line with an ATXN2-luciferase reporter) viability, CellTiter-Fluor protease fluorescence, 24 h | Potency, µM (highest dose often 56.7 µM), usual class: cytotoxic | 400,000 compounds, 0.49% hits | AID 651635, 2014; also: potency is read from the fitted curve at half-maximal effect; nearly all actives have a fitted effect of over 40% in size
HepG2 viability – qHTS for Inhibitors of TGF-b: Cytotox Counterscreen; HepG2 CAGA-GFP viability, ATP luminescence, 18 h; Potency, µM (doses to about 46.1 µM), for inactives: at the top dose activity change, negative = cytotoxicity, most hits filed as cytotoxic; AID 588856, 2011; 410,000 compounds, 0.76% hits; also: potency is read from the fitted curve at half-maximal effect; some results filed as inactive show a strong effect at the top dose
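CellTiter-Glo luminescence gave cytotoxicity after 18 hours at 37 degrees C. The cells were HepG2 CAGA-GFP in 1% FBS DMEM, stimulated with 500 pg/mL TGF-beta after compound addition. %Activity was normalised to no-cell wells (complete cell-killing) and DMSO (no toxicity), and curves were fitted and classified.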
IL-2 act – qHTS of IL-2 Activators; IL-2 activation reporter assay, cell-based qHTS; stimulated with anti-CD3/CD4/CD28 beads; in transgenic mouse T cells; activation, % (series mostly up to about 46 µM); 360,000 compounds, 0.065% hits; AID 652025, 2013; in the data active = activation above about 50%; inconclusive = mostly about 30% to 49%; also: 0% is about no effect
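First, unstimulated transgenic mouse T cells were exposed to compound for 60 min. Next, anti-CD3/anti-CD4-coated beads with anti-CD28 were added. Finally, after 18 h at 37 degrees C, EGFP and DsRed were imaged.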
Nrf2 block – Nrf2 qHTS screen for inhibitors | A549 ARE-Fluc reporter, luciferase luminescence, 18-24 h | 360,000 compounds, 2.1% hits | AID 504444, 2011 | Potency, µM (doses to about 46 µM), for the others: at the highest dose activity change, negative = inhibition, usual class: inhibitors; also: potency is read from the fitted curve at half-maximal effect; % is scaled to controls: 0 for no effect and ±100 for the full control effect; nearly all actives have a fitted effect of over 60% in size
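A549 ARE_Fluc cells, 5000/well, 5% FBS OPTI-MEM; compounds in dose-response, 18-24 h at 37 °C/5% CO2; CellTiter-Fluor viability read (Ex 405/Em 525), then BugLite luciferase luminescence = Nrf2 activity.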
Nrf2 ARE act – qHTS of Nrf2 Activators. AREc32 ARE-luciferase reporter (MCF7-derived line), luminescence, 24 h. Potency, µM (series often up to 46.1 µM), without a hit: top-dose activation, actives largely listed as activators. 410,000 compounds, 0.31% hits. AID 624171, 2012; also: potency is read from the fitted curve at half-maximal effect; % of control where 0% means no effect; nearly all actives have a fitted effect of over 65% in size
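For detection, Steady-Glo was added and plates sat 30 min at RT; before that, AREc32_Fluc cells grown overnight in OPTI-MEM/5% FBS had been treated with 23 nL compound for 24 hr at 37 deg C.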
A549 tox – Nrf2 qHTS screen for inhibitors: counterscreen for cytotoxicity | A549 ARE-Fluc cells, CellTiter-Fluor viability, 18-24 h | Potency, µM (doses to about 46 µM), inactives show at the top dose activity change, negative = cytotoxicity, hits mostly inhibitors | 390,000 compounds, 0.16% hits; also: potency is read from the fitted curve at half-maximal effect; % is scaled to controls: 0 for no effect and ±100 for the full control effect
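Cytotoxicity counterscreen: CellTiter-Fluor fluorescence was measured in A549 ARE_Fluc cells after 18-24 h of compound exposure in a concentration series. The subsequent BugLite luminescent read reports ARE-luciferase activity.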
ATXN2 expr inh – Primary qHTS for Inhibitors of ATXN expression; HEK-293 ATXN2-luciferase reporter, luminescence, 24 h; Potency, µM (highest dose often 57 µM), without a hit: at the highest dose activity change, negative = inhibition, hits mostly inhibitors; 360,000 compounds, 0.72% hits; also: potency is read from the fitted curve at half-maximal effect; % is scaled to controls: 0 for no effect and ±100 for the full control effect; nearly all actives have a fitted effect of over 55% in size
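qHTS (up to 57 uM final) was run with 24 h compound exposure of reporter cells at 37 °C. Each well was multiplexed: SteadyGlo luminescence measured ATXN2-luciferase expression after a fluorogenic Gly-Phe-AFC viability readout (25 uM final).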
EPAC2 ag – qHTS for Agonist of cAMP-regulated guanine nucleotide exchange factor 4 (EPAC2): primary screen | 360,000 compounds, 0.079% hits | EPAC2 activation, biochemical qHTS; response scale: 100% = 6.5 mM cAMP response | Potency, µM (titrated, usually from 154 µM), for the others: at the top dose activation, usual class: activators | Rap guanine nucleotide exchange factor 4 (Homo sapiens), Q8WZA2; also: potency is read from the fitted curve at half-maximal effect; nearly all actives have a fitted effect of over 50% in size
Target sequence (Q8WZA2 whole entry, looked up): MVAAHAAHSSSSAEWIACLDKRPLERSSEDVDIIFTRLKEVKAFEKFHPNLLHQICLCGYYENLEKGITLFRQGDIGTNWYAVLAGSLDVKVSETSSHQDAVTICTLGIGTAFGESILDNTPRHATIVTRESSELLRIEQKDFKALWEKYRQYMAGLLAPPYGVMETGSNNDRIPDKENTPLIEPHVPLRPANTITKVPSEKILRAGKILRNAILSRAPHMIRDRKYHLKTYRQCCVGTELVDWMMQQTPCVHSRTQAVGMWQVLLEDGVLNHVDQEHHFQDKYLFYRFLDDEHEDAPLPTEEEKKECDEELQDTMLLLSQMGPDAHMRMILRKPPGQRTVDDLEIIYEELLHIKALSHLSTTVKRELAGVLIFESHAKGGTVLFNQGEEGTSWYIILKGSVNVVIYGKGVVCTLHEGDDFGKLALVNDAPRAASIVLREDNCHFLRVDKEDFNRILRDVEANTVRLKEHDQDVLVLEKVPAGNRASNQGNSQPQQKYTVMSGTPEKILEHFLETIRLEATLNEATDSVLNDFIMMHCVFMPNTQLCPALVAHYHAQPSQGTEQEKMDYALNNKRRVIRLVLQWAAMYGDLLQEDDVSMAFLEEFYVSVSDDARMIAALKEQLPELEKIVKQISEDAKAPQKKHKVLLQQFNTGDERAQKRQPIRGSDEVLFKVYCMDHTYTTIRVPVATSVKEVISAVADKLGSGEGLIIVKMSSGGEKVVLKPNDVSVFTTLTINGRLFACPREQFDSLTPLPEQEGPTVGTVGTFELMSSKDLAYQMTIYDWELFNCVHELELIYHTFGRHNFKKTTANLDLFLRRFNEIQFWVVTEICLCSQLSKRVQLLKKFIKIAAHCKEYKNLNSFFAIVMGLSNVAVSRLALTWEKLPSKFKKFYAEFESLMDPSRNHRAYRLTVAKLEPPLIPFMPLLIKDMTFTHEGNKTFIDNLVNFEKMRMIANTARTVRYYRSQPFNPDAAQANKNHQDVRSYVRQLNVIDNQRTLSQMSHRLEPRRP
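Exchange assay: 100 nM EPAC2 with 250 nM Rap1B-BODIPY-GDP and 50 uM GDP. Fluorescence (ex 480/em 540 nm) read every 5 min for 30 min at room temperature. Data normalized to 6.5 mM cAMP as agonist control.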
Active calls of the source: *; i = inactive; ? = inconclusive; / = no result given; [ ] = remark or other dose. Unless noted, calls follow the shape of the dose curve; as a rule, active = well fitted curve in the direction sought with a large enough effect; inconclusive = small, poorly fitted or top-dose-only effect, or another doubt; inactive = no such curve, though single readings can be large; an effect the other way counts as inactive or inconclusive.

SMILES	TGFb SMAD3 inh	S2 tox	HepG2 viability	IL-2 act	Nrf2 block	Nrf2 ARE act	A549 tox	ATXN2 expr inh	EPAC2 ag
CCOC(=O)C1CN(S(=O)(=O)c2cc(OC)ccc2OC)C1	-8%	i	-9%	2.5	-15%	0.0%	-8%	/	2%
O=C1Nc2c(Cl)cccc2C1=O	?	i	-58%	-0.6	/	17%	/	-14%	4%
CN(C(=O)c1ccc(OC2CCN(CCc3ccccc3)CC2)cc1)C1CCOC1 (stereo not given)	-3%	?	-9%	0.3	?	0.1%	-6%	-7%	7%
CCOCCN(C(=O)COC)c1cccc(OC)c1	19%	i	-52%	0.8	-6%	-0.5%	2%	6%	9%
COc1ccc(NC(=O)CN2C(=O)COc3ccc(S(=O)(=O)NC4CCCC4)cc32)cc1OC	-32%	i	-11%	/	16%	-0.6%	2%	6%	/
CCCCCC(O)C=CC1C(O)CC(O)C1CC=CCCCC(=O)O (stereo not given)	2%	i	-6%	-2.1	/	3.8%	/	/	1%
OC(CNCc1ccco1)COc1ccccc1 (stereo not given)	10%	i	-56%	-5.1	1%	0.3%	6%	3%	7%
CC1CCCC(C)N1C(=O)COC(=O)CNC(=O)c1ccccc1 (stereo not given)	-1%	?	7%	-0.2	-14%	-0.5%	3%	0%	25%
CC(=O)Nc1ccccc1NC(=O)C/C(C)=N/NC(=O)C1CCCCC1	5%	i	-54%	-0.8	19%	-0.2%	8%	-19%	7%
CN(C(=O)CC1C(=O)NCCN1Cc1ccoc1)C1CCOCC1 (stereo not given)	-22%	i	-3%	-2.3	-2%	-0.1%	1%	-6%	7%
O=C(Cc1ccc(Br)cc1)N1CCN(c2ccccc2O)CC1	?	i	-25%	-0.5	17%	2.6%	2%	40%[activator]	-8%
OC1COC(OCc2ccccc2)C(O)C1O (stereo not given)	10%	i	9%	-1.2	-16%	-0.4%	4%	4%	2%
CN(Cc1ccccc1)C(=O)c1[nH]cnc1C(=O)NCc1ccc(CNC(=O)OC(C)(C)C)cc1	?	?	0%	0.9	?	3.2%	-8%	-13%	2%
CC(C)CC(=O)Nc1ccnn1C1CCN(C(=O)c2ccc(Cl)cc2F)CC1	11%	i	19%	-1.4	11%	-0.6%	2%	4%	3%
CCOC(=O)c1c(C)[nH]c(C(=O)OCc2ccc([N+](=O)[O-])cc2)c1C	0%	i	-3%	-0.8	-22%	-0.1%	1%	-1%	-8%
CCCNC(=O)c1ccc2c(c1)ncn2-c1cc(C)cc(C)c1	-18%	i	-29%	-1.8	?	-0.4%	2%	-10%	2%
CCN(C(=O)c1c(C)cc(=O)oc1C)c1ccc2c(c1)OCO2	0%	i	-9%	0.6	-11%	0.0%	20%	8%	7%
COc1cccc(CC(=O)Nc2ccc(S(=O)(=O)N3CCOCC3)cc2)c1	1%	i	-8%	-2.4	-13%	0.1%	3%	2%	9%
c1ccc2c(CNn3cnnc3)cccc2c1	-2%	i	16%	0.0	8%	-0.5%	-4%	8%	-2%
Cc1[nH]nc2ncc(C(=O)c3ccccc3O)cc12	-30%	i	0%	2.5	?	1.9%	/	28%	1%
O=C(COc1ccc(Cl)cc1)NCCCn1ccnc1	0%	i	7%	0.7	8%	0.1%	10%	-1%	11%
COc1ccc(NC(=O)CC2C(=O)N(c3ccc(C)cc3)C(=O)N2CCc2ccccc2)cc1 (stereo not given)	?	?	-25%	/	-2%	5.1%	-24%	-2%	/
O=C(Nc1ccc(-c2cn3ccccc3n2)cc1)c1ccco1	0%	i	-66%	0.4	?	-1.4%	-4%	9%	16%
CCn1c(=O)c(C(=O)NCc2ccc(F)cc2)c(O)c2ccccc21	-29%	i	0%	-1.9	?	0.2%[9.22 µM]	13%	-20%	4%
O=CN1CCN(C(=O)c2cccc3c2-c2ccccc2C3=O)CC1	0%	i	-1%	-1.3	-10%	-0.8%	-3%	5%	8%
Cc1ccc(C(=O)N2CCc3cc(CNS(=O)(=O)c4cccs4)ccc32)cc1	-21%	/	-51%	/	/	-0.6%	-25%	/	/
O=C(Nc1ccccc1)N1CCN(c2cccc(C(F)(F)F)c2)CC1	2%	i	-20%	-0.6	23µM*	-0.6%	-16%	-22%	12%
O=S(=O)(Cc1ccccc1)NCC1CCCN(Cc2ccc(F)c(F)c2)C1 (stereo not given)	-2%	i	-22%	-0.1	28%	0.5%	6%	0%	-8%
CCOc1cc(-c2nc(-c3ccc(C)nc3OCC)no2)cc(OCC)c1OCC	-15%	i	-6%	0.7	/	-0.6%	5%	3%	-11%
O=C(NCc1ccc(F)cc1)C1C2C=CC3(CN(Cc4cccnc4)C(=O)C13)O2 (stereo not given)	-3%	i	-4%	-1.5	/	0.3%	-2%	-7%	5%

Complete entries from above:
Results for CC1CCCC(C)N1C(=O)COC(=O)CNC(=O)c1ccccc1 (stereo not given) → TGFb SMAD3 inh = -1%; S2 tox = ?; HepG2 viability = 7%; IL-2 act = -0.2; Nrf2 block = -14%; Nrf2 ARE act = -0.5%; A549 tox = 3%; ATXN2 expr inh = 0%; EPAC2 ag = 25%
Results for O=S(=O)(Cc1ccccc1)NCC1CCCN(Cc2ccc(F)c(F)c2)C1 (stereo not given) → TGFb SMAD3 inh = -2%; S2 tox = i; HepG2 viability = -22%; IL-2 act = -0.1; Nrf2 block = 28%; Nrf2 ARE act = 0.5%; A549 tox = 6%; ATXN2 expr inh = 0%; EPAC2 ag = -8%

Additional records:
SMILES	TGFb SMAD3 inh	S2 tox	HepG2 viability	IL-2 act	Nrf2 block	Nrf2 ARE act	A549 tox	ATXN2 expr inh	EPAC2 ag
Cn1nc(C(=O)OCc2ccc(F)cc2)c2ccccc2c1=O	11%	i	-13%	-4.5	?	6.0%	1%	-21%	19%
Cc1ccc(NC(=S)NNC(=S)NCc2ccccc2)cc1	0%	i	-11%	1.6	17%	5.9%	2%	8%	0%
Cc1ccc2nc(-c3ccc(Cl)c(NC(=O)COc4cccc(C)c4C)c3)oc2c1	6%	i	-2%	/	?	8.2%	-1%	7%	/
COc1cc(S(=O)(=O)NC2CCSc3ccccc32)ccc1NC(C)=O (stereo not given)	15%	i	-1%	-2.5	7%	0.2%	2%	-17%	8%
Cc1csc(N(C(=O)c2ccc(S(=O)(=O)N(C)C)cc2)c2ccccc2)n1	-16%	i	17%	-1.0	/	0.2%	-5%	5%	-11%
O=C(c1ccccc1)c1ccc(N2CCOCC2)cc1	4%	i	-1%	-0.2	?	0.2%	1%	17%	0%
CCNC(=O)C1CCCN(C(=O)c2cccs2)CC1 (stereo not given)	4%	i	6%	-0.8	/	-0.5%	/	8%	-1%
COc1cc(NC(=O)CSc2nnc3ccccn23)cc(OC)c1OC	-2%	?	-3%	-0.1	/	8.4%	/	/	3%
CCN1CCN(C(=O)Nc2cccc3ccccc23)CC1	3%	i	-4%	-0.1	17%	-0.1%	?	6%	4%
C=C1SC(Nc2c(C)cccc2C)=NC12CCCCC2	?	i	-32%	-1.5	?	0.2%	?	-33%	5%
O=c1[nH]c2ccc(S(=O)(=O)NCc3ccccn3)cc2s1	0%	i	-1%	-2.0	0%	-0.6%	-1%	-4%	-2%
CCCC(=O)c1c[nH]c(C(=O)NCc2ccco2)c1	5%	i	0%	0.6	/	7.7%	-1%	-2%	3%
CCOC(=O)Nc1ccc2c(c1)Cc1cc([N+](=O)[O-])ccc1-2	-1%	?	-8%	-0.6	11%	4.0%	-4%	23%	0%
Cc1cc(Nc2cccc(F)c2)nc(-c2ccccc2O)n1	?	i	11µM*	-2.3	?	9.3%	-24%	-19%	9%

Laid out differently: 2 of the compounds above.
Structure: O=C(c1ccccc1)c1ccc(N2CCOCC2)cc1
  TGFb SMAD3 inh = 4%
  S2 tox = i
  HepG2 viability = -1%
  IL-2 act = -0.2
  Nrf2 block = ?
  Nrf2 ARE act = 0.2%
  A549 tox = 1%
  ATXN2 expr inh = 17%
  EPAC2 ag = 0%
Structure: Cc1csc(N(C(=O)c2ccc(S(=O)(=O)N(C)C)cc2)c2ccccc2)n1
  TGFb SMAD3 inh = -16%
  S2 tox = i
  HepG2 viability = 17%
  IL-2 act = -1.0
  Nrf2 block = /
  Nrf2 ARE act = 0.2%
  A549 tox = -5%
  ATXN2 expr inh = 5%
  EPAC2 ag = -11%
